# K1F lysis inhibition – inhibition of K1F phage lysis, E. coli UTI89, bacterial capsule biogenesis inhibitors, alamar blue (AID 488966) | E. coli UTI89 K1F phage lysis, alamar blue, 2 h; higher % means a stronger effect | one-dose inhibition, % at 100 µM; IC50 in µM for titrated hits | 0.02% of 340,000 active;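 active means phage lysis inhibition, versus mean bacterial control, above a set limit; inconclusive means no clear call, values can overlap the other calls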;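 further: capsule biogenesis inhibitors block K1F phage lysis so surviving cells raise fluorescence; higher fluorescence means more inhibition of phage lysis; actives were called in the ten point dose series up to 300 µM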
# Hep lipid drop – inhibitors of hepatocyte lipid droplet formation, primary screen, imaging, high-throughput imaging, BODIPY stain. 0.4% of 240,000 active. AML12 mouse hepatocytes, oleate lipid droplets. AID 1656, 2009. inhibition, % at 6.5 µM;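 active means lipid droplet intensity inhibited by at least 50%, with more than 500 cells counted; inconclusive means wells with under 300 cells, treated as cytotoxic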
#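 Assay system: AML12 hepatocytes (mouse) / Also added: 100 µM oleic acid challenge / Times: overnight treatment with compound plus oleate / Detection: high-content imaging of BODIPY-stained droplets and DAPI nuclei / Evaluation: % inhibition of lipid droplet signal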
# Myeloid diff 2 – induction of myeloid progenitor differentiation, primary screen, cell-based, flow cytometry, MLPCN library | ER-HoxA9 myeloid progenitors, lysozyme-GFP differentiation | calls only at 10 µM | 1% of 360,000 active;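 active means normalized GFP-positive differentiation at or above the plate's own cutoff, the solvent-only control mean plus 3 SD; inconclusive means no clear call, values can overlap the other calls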;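 further: cells exposed to compound for four days before flow analysis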
# Hep lipid drop cells 6.5 µM – also measured in Hep lipid drop; calls as there; cell count; measured here: cell count, cytotoxicity flag;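 cells counted across two imaged fields per well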
# Myeloid diff 2 GFP+ MAC1+ % – second read-out of Myeloid diff 2, no call of its own (marks repeat the call); GFP+ MAC1+ double positive, %; measured here: differentiation confirmed by MAC1 staining
# * = called active by the depositor; i = inactive; u = inconclusive; x = not tested or not shown; + = active, no number; [ ] = dose if it differs, or a comment.
# Value order: Hep lipid drop	K1F lysis inhibition	Myeloid diff 2	Myeloid diff 2 GFP+ MAC1+ %	Hep lipid drop cells 6.5 µM
Cc1nn(-c2ccc(N3CCOCC3)nn2)c(C)c1CCC(=O)Nc1ccccc1
  -2	2.5%	i	1.1	720
CC(C)c1ccc(NC(=O)c2cc(S(=O)(=O)N3CCCC3)c[nH]2)cc1
  0	-0.6%	i	3.8	781
Cc1ccc(S(=O)(=O)Nc2ccc(S(=O)(=O)N3CCOCC3)cc2)cc1
  7	1.1%	i	0.9	763
CC1(C)CC(=O)C(CS(=O)(=O)c2ccccc2)=C(Cl)C1
  0	-0.3%[50 µM]	i	0.8	804
Cc1cc(NC(=O)COc2ccc(F)c(Cl)c2)no1
  6	-0.1%	i	0.6	771
Cc1ccn2cc(-c3cccc(NC(=O)CCC(=O)O)c3)nc2c1
  -16	0.2%	i	0.5	780
Cc1ccc(CCNS(=O)(=O)c2cc3c(cc2C)NC(=O)CO3)cc1
  -2	-1.3%	i	0.4	713
CC1CN(C(=S)Nc2ccccc2)CC(C)O1 (stereo unspecified)
  -18	3.9%	i	0.6	854
CCN(CC)C(=O)Cn1cc(S(=O)(=O)CC(=O)N2CC(C)OC(C)C2)c2ccccc21 (stereo unspecified)
  -6	1.1%[50 µM]	i	0.6	702
O=C(NCCc1ccccn1)c1cncc(Br)c1
  8	-0.1%	i	0.9	804
O=C(CCc1c[nH]c2ccccc12)Nc1ncccc1O
  -2	0.2%	i	0.7	812
CCCc1c(C(=O)N/N=C/C(C)=C/c2ccccc2)nnn1-c1nonc1N
  3	0.0%	i	0.0	740
Cc1cccnc1NC(=O)c1ccc(Cl)c(S(=O)(=O)N2CCCC2)c1
  -3	0.3%	i	0.8	640
CCN(c1cccc(C)c1)S(=O)(=O)c1ccc2c(c1)CCCN2C(C)=O
  -12	-0.1%	i	6.9	769
CN1C(=O)C(C)(C)c2cc(S(=O)(=O)NCC3CCC(C(=O)NCc4ccccc4)CC3)ccc21 (stereo unspecified)
  19	0.0%	i	0.8	767
CC(C)c1nnc(NC(=O)CCC(=O)N2CCN(c3ccc(F)cc3)CC2)s1
  -12	0.3%	i	2.4	695
O=C(NCc1ccccc1Cl)c1cc(=O)[nH]c2ccccc12
  4	0.1%	i	0.7	763
Cc1ccc[n+](-c2[nH]c(=O)sc2/C=N/N=C(\[O-])c2cccnc2)c1
  0	2.1%	i	0.5	727
Cc1c(OCC(=O)NCc2cccnc2)ccc2c3c(c(=O)oc12)CCC3
  3	0.1%	i	1.8	729
CC(=O)NC(CC(=O)NCCc1ccccc1)c1ccccc1 (stereo unspecified)
  5	0.1%	i	1.0	700
COc1ccc(OCCN2C(=O)c3cccc(N)c3C2=O)cc1
  -4	0.3%	i	1.1	807
CC(C)c1ccc(NC(=O)CCCC(=O)NCCc2ccccc2)cc1
  6	-1.0%	i	0.2	788
COc1ccc(/C=C(/NC(=O)c2ccc(C)cc2)C(=O)N2CCCC2)cc1OC
  7	-0.1%	i	3.5	731
O=S(=O)(Cc1nnnn1-c1ccccc1)c1ccccc1
  -2	0.0%	i	0.6	662
CN(C)CCCn1cnc2c(c1=N)C(c1ccccc1)c1ccc3ccccc3c1O2 (stereo unspecified)
  -8	2.6%	u	x	764
CCC1CCC(N2CCN(c3ccc([N+](=O)[O-])cc3)CC2)CC1 (stereo unspecified)
  -3	-0.3%	i	1.0	788
O=C(CSc1nnc(CNC(=O)c2cccs2)o1)Nc1cccc(F)c1
  24	0.2%	i	0.3	747
Cc1cc(Cl)cc2sc(NC(=O)c3ccco3)nc12
  -34	3.6%	i	1.4	771
COc1ccc(S(=O)(=O)N(C)CC(=O)NC2CC2)cc1OC
  8	0.2%	i	1.0	824
COCCN1CCn2c(nc3cc(NS(C)(=O)=O)ccc32)C1
  0	0.2%	i	0.4	819
Cc1cc(C)n(CCC(=O)N2CCCC(Nc3ccc(F)cc3)C2)n1 (stereo unspecified)
  -9	0.0%	i	0.4	659
COc1ccc(NC(=O)CSc2ccc3nnc(CCNC(=O)c4ccccc4)n3n2)cc1OC
  1	0.3%[50 µM]	i	3.3	680
O=C(c1ccc(F)cc1)N1CCN(S(=O)(=O)c2ccc(Br)cc2)CC1
  -5	0.5%	i	1.0	674
Cn1c(=O)c2sc3c(c2n(CC(=O)Nc2ccccc2)c1=O)COC(C)(C)C3
  -4	-0.1%	i	0.8	674
CCOc1ccccc1-n1c(SCC(=O)Nc2ccccc2C(=O)O)nc2ccccc2c1=O
  6	-0.9%	i	0.4	787
CCn1cc(C(=O)NC(=S)Nc2ccccc2[N+](=O)[O-])cn1
  3	-1.7%[50 µM]	i	0.5	816
CC(C)C(NS(=O)(=O)c1ccccc1)C(=O)NC1CCCC1 (stereo unspecified)
  -6	-1.4%[50 µM]	u	x	689
CN(C)c1cc[n+](CC(=O)c2cccs2)cc1
  6	0.5%	+	1.6*	855
COCCNC(=O)CN1C(=O)NC2(CCCc3cc(OC)ccc32)C1=O (stereo unspecified)
  -4	0.2%	i	0.4	839
CC1(C)Cc2c(cnn2-c2ccc(F)cc2)C(NC(=O)Cn2cncn2)C1 (stereo unspecified)
  16	0.1%	i	0.8	815
COc1ccc(C(=O)CCC(=O)N2CCN(c3cccc(Cl)c3)CC2)cc1
  46	2.9%	i	2.5	768
CCc1ccc(C(CNc2nc(C(F)(F)F)nc3ccccc23)N(C)C)cc1 (stereo unspecified)
  -19	-0.1%	i	0.8	654
CCc1ccc(OCC(=O)Nc2ccc3oc(=O)ccc3c2)cc1
  -8	0.1%	i	1.0	771
C[C@H](NC(=O)[C@H](Cc1ccccc1)n1c(=O)[nH]c2ccccc2c1=O)C(=O)N1CCC[C@H]1C(=O)O
  4	1.7%	i	1.6	805
COc1ccccc1N(Cc1ccccc1)S(=O)(=O)c1cccc(C(=O)Nc2cc(C)ccn2)c1
  -6	0.4%	i	0.6	824
CCCCC(=O)Nc1nnc(CCc2ccccc2)s1
  1	0.7%	i	0.2	835
NC(=O)C1CCN(CC(=O)Nc2ccc(S(=O)(=O)N3CCOCC3)cc2)CC1
  10	0.2%	i	0.2	748
OC1CCCN(CC(O)COC(c2ccc(F)cc2)c2ccc(F)cc2)C1 (stereo unspecified)
  -1	0.1%	i	0.6	822
O=C(Nc1ccccc1N1CCN(C(=O)c2ccc(Cl)cc2)CC1)c1cccc([N+](=O)[O-])c1
  -16	-0.7%[50 µM]	i	1.1	603
COc1ccc(CNC(=O)CCC(=O)n2ncc3cc(C)ccc32)cc1
  11	0.0%	i	0.6	767
C=CCOc1cccc(/C=N/NC(=O)C(OC)c2ccccc2)c1 (stereo unspecified)
  16	0.5%	i	0.3	773
CCOc1ccc(CNCCCSc2ncccn2)cc1
  6	0.0%	i	1.2	851
COc1cccc(NC(=O)c2cccc(C(=O)Nc3cccc(OC)c3)n2)c1
  0	0.1%	i	0.6	848
CCOc1cccc2cc(C(=O)NCc3ccc(F)cc3)c(=N)oc12
  0	0.4%[50 µM]	i	4.8	801
Cc1cccc(-c2nnc(SCC(=O)NC3CCCC3)o2)c1
  4	-0.8%	i	1.2	788
O=C(Nc1ccccc1F)C1CCN(S(=O)(=O)c2cccnc2)CC1
  15	0.4%	i	0.0	748
CC(C)S(=O)(=O)c1csc(C(=O)NNC(=O)Nc2ccccc2)c1Cl
  -7	0.0%	i	0.4	729
CCOC(=O)C1CCN(C(=O)c2ccc3c(=O)n4nc(Nc5cc(C)ccc5C)sc4nc3c2)CC1
  -18	0.0%	u	x	708
COc1cccc(C2c3[nH]c4ccccc4c3C[C@H]3C(=O)N(CCCOC(C)C)CC(=O)N23)c1 (stereo partly specified)
  -16	0.0%	i	0.5	802
CCNC(=O)C(=O)Nc1cc2c3c(c1)CCC(=O)N3CCC2
  20	0.2%	i	3.0	764

# The list continues:
# Value order: Hep lipid drop	K1F lysis inhibition	Myeloid diff 2	Myeloid diff 2 GFP+ MAC1+ %	Hep lipid drop cells 6.5 µM
O=C(NCC1CCCO1)c1cccc(Oc2ccccc2)c1 (stereo unspecified)
  9	1.3%[50 µM]	i	1.2	677
CCCC1=Nc2cc(C(=O)N3CCC(C(N)=O)CC3)ccc2Sc2ccccc21
  -4	0.2%	i	1.0	724
Cc1ccc(NC(=O)C2C3C=CC4(O3)C2C(=O)N(CCCN2CCOCC2)C4C(=O)NC2CCCCC2)cc1Cl (stereo unspecified)
  18	0.2%	i	3.4	714
CCN1CCN(C(CNS(=O)(=O)c2ccc(C)cc2)c2ccccc2)CC1 (stereo unspecified)
  -14	1.2%	i	0.4	659
NC(N)=NS(=O)(=O)c1ccc(NC(=S)NC(=O)/C=C/c2ccccc2)cc1
  8	0.2%	i	0.3	793
C=CCn1c(O)c(N=NC(=O)CNC(=O)c2ccncc2)c2ccccc21
  -2	0.5%	i	4.7	799
C=CCn1c(SCC(=O)NC2CC2)nnc1-c1cccc(OC)c1
  -14	0.2%[50 µM]	i	1.2	788
Cc1cccc(-c2nc(CN3CCN(C(=O)C4CCCO4)CC3)cs2)c1 (stereo unspecified)
  -6	1.0%[50 µM]	i	0.7	828
Cc1ccc(NS(=O)(=O)c2c(C(=O)N3CCCCCC3)c(C)n(C)c2C)cc1C
  -59	-0.4%	i	0.6	687
COc1ccc(Cc2nc3ccc(C(=O)NCC4COCCO4)cc3o2)cc1 (stereo unspecified)
  -2	0.0%[50 µM]	i	0.4	677
CSc1nc2nc(-c3cccs3)cc(C(F)(F)F)c2c(=O)[nH]1
  5	0.8%	i	1.2	793
CCCCc1nc2cc(C(=O)N3CCN(c4cnccn4)CC3)ccc2o1
  -2	0.3%	i	0.6	763
COc1ccccc1NS(=O)(=O)c1cc(C(=O)N2CCN(C/C=C/c3ccccc3)CC2)ccc1C
  -2	0.3%[50 µM]	i	2.1	617
COC(=O)c1ccc(C2NC(=O)c3ccccc3O2)cc1 (stereo unspecified)
  1	0.2%	i	0.4	886
O=C(COc1ccc(Cl)cc1)NCCCNC(=O)c1cccnc1
  1	0.3%	i	1.0	807
NC(c1ccccc1)c1cccnc1 (stereo unspecified)
  -3	-0.5%	i	0.6	746
Cn1c(CNC(=O)CNC(=O)c2ccccc2)cc(=O)n(C)c1=O
  7	0.6%	i	1.0	760
CCN1C(=O)CSC1=Nc1ccc(C(=O)O)cc1
  -6	-2.2%	i	2.0	808
CC1=C(C(=O)OCc2ccccc2)C(c2ccccc2Cl)NC(=O)N1CCCCCC(=O)O (stereo unspecified)
  -3	-0.3%	i	2.0	811
N#Cc1ccc(NC(=O)Cn2cnc([N+](=O)[O-])c2)cc1
  -2	0.6%	i	0.0	818
Cc1ccc(-n2c(N)cc(=O)nc2SCC(=O)N2CCN(c3ccccc3)CC2)cc1
  12	-0.1%	i	0.1	886
COc1ccc(S(=O)(=O)NCc2ccccn2)cc1NC(=O)c1ccccc1F
  -9	0.1%	u	x	784
CSc1cccc(NC(=O)CCn2c(=O)c3cccn3c3cccnc32)c1
  7	0.6%	i	3.0	705
Cn1c(=O)c2ccccc2n(CC(=O)NC2CCCCC2)c1=O
  -12	0.2%	u	x	737

# Sorted by formula weight (largest number first): some entries from above.
# Value order: Hep lipid drop	K1F lysis inhibition	Myeloid diff 2	Myeloid diff 2 GFP+ MAC1+ %	Hep lipid drop cells 6.5 µM
CC1=C(C(=O)OCc2ccccc2)C(c2ccccc2Cl)NC(=O)N1CCCCCC(=O)O (stereo unspecified)
  -3	-0.3%	i	2.0	811
CSc1cccc(NC(=O)CCn2c(=O)c3cccn3c3cccnc32)c1
  7	0.6%	i	3.0	705
N#Cc1ccc(NC(=O)Cn2cnc([N+](=O)[O-])c2)cc1
  -2	0.6%	i	0.0	818

# Among those listed so far, these contain a thiophene ring, fused or not.
# Value order: Hep lipid drop	K1F lysis inhibition	Myeloid diff 2	Myeloid diff 2 GFP+ MAC1+ %	Hep lipid drop cells 6.5 µM
O=C(CSc1nnc(CNC(=O)c2cccs2)o1)Nc1cccc(F)c1
  24	0.2%	i	0.3	747
Cn1c(=O)c2sc3c(c2n(CC(=O)Nc2ccccc2)c1=O)COC(C)(C)C3
  -4	-0.1%	i	0.8	674
CN(C)c1cc[n+](CC(=O)c2cccs2)cc1
  6	0.5%	+	1.6*	855
CC(C)S(=O)(=O)c1csc(C(=O)NNC(=O)Nc2ccccc2)c1Cl
  -7	0.0%	i	0.4	729
CSc1nc2nc(-c3cccs3)cc(C(F)(F)F)c2c(=O)[nH]1
  5	0.8%	i	1.2	793

# Assay outcomes as filed in PubChem.

# Not all compounds are listed; rates above refer to the full screens.
